# Bioassay records as filed in PubChem.
# CHT inh = inhibitors of human choline transporter CHT. 310,000 tested, 0.86% active. B-score at 10 µM. CHT-expressing cells, membrane potential dye, choline response; hits give low values. AID 488975, 2010;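 active = B-score over 3 SD under the library average, and starting fluorescence ratio not unusually high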;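 note: choline stimulus applied at its EC90 after an EC20 pre-addition; B-score computed on integrated fluorescence ratio after choline addition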
# Target sequence (Q9GZV3 whole entry, looked up): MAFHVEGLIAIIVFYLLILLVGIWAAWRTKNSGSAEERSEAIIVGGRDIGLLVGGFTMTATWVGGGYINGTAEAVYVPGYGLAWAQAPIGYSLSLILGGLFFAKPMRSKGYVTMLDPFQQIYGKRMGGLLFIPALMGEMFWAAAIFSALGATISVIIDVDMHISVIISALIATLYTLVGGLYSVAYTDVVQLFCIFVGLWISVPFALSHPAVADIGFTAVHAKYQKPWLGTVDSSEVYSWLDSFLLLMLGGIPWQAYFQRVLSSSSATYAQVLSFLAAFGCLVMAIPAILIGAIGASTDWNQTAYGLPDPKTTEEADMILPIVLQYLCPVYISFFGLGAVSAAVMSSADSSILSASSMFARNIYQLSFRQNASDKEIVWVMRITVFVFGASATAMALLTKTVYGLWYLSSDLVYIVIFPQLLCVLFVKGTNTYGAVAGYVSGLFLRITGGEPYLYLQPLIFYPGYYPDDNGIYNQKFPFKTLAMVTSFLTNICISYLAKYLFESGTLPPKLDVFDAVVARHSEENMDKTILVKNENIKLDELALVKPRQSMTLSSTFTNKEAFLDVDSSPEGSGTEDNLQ
# CHT allo act = CHT positive allosteric modulators, primary screen, cell-based, membrane potential dye, choline EC20; B-score at 10 µM; CHT-expressing cells; hits give high values; LV-AA mutant CHT in HEK293 cells; High affinity choline transporter 1 (Homo sapiens), Q9GZV3; 310,000 tested, 0.49% active;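 active = initial fluorescence not abnormally high and integrated response B-score, plate-corrected, over 3 SD above library mean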
# An asterisk follows results filed as active; i = inactive.
structure	CHT inh	CHT allo act
CSc1ncc(Cl)c(C(=O)C(C#N)c2nc3c(C)cc(C)cc3c(=O)[nH]2)n1 (configuration not stated)	i	i
CC1(C)CC2(C)OCCN2C(=S)N1 (configuration not stated)	i	i
CC(C)c1ccc(/C=C/C(=O)NC2=NCCS2)cc1	i	i
CCC(Sc1ccc2nnc(-c3cccnc3)n2n1)C(=O)O (configuration not stated)	i	i
O=C(O)C(Cc1cn[nH]n1)=NO	i	i
CN(C)N1C(N)=C(C#N)C(c2ccc(F)cc2)C2=C1CCCC2=O (configuration not stated)	i	i
CNS(=O)(=O)c1cccc(C(=O)OCC(=O)Nc2cc(F)ccc2F)c1	i	i
O=C(NCCc1ccncc1)Nc1ccccc1	i	i
CCOC(=O)Cc1csc(NS(=O)(=O)c2cc(Cl)ccc2Cl)n1	i	i
COC(=O)CCC(=O)N(C)CC1CCCN(CCc2cccc(C(F)(F)F)c2)C1 (configuration not stated)	i	i
NC(=O)COC(=O)[C@H](Cc1c[nH]c2ccccc12)NC(=O)c1ccc(F)cc1	i	i
CCOC(=O)c1c(-n2cnnn2)sc2c1CCCC2	i	i
O=C(CSCc1ccc(Cl)cc1)Nc1cccc(C(=O)O)c1	i	i
CCN(CC)S(=O)(=O)c1cccc(C(=O)Nc2ccc(C#N)cc2)c1	i	i
CCOC(=O)Cn1ncc2c(=O)oc3ccccc3c21	i	i
CC(=O)c1cc2c(cc1NC(=O)c1c(-c3ccccc3)noc1C)OCO2	i	i
CCCCCOc1ccc(Cn2ccnc2)cc1[N+](=O)[O-]	i	i
CCn1c(SCC(=O)N/N=C/C=C/c2ccccc2[N+](=O)[O-])nnc1-c1ccc(Cl)cc1	i	i
CCCCCCC(=O)Nc1ccc(Cl)cn1	i	i
CC(Sc1nncs1)C(=O)Nc1ccc2c(c1)OCO2 (configuration not stated)	i	i
Cc1ccc(N=c2c([N+](=O)[O-])nn(-c3ccc4c(c3)OCCO4)n2O)c(Cl)c1	i	i
Nc1c(Cl)cc(-c2csc(NC(CO)c3nc4ccccc4n3CCOCCO)n2)cc1Cl (configuration not stated)	i	i
CC(Nc1cc(=O)n(C)c(=O)n1C)c1ccccc1 (configuration not stated)	i	i
CCCCSc1c(C)c2cc3c(cc2[nH]c1=O)OCO3	i	i
Cn1c(SCc2cnc(-c3ccccc3)s2)nnc1C1COc2ccccc2O1 (configuration not stated)	i	i
O=S(=O)(Nc1cccc2c1ccc1cccn12)c1cccs1	i	i
CCc1noc(C)c1C(=O)Nc1nc(-c2cc(OC)ccc2OC)cs1	i	i
CCC(Sc1nc(C)cc(=O)[nH]1)C(=O)Nc1nc2c(s1)CCCC2 (configuration not stated)	i	i
COc1ccccc1NC(=O)c1cc(C(=O)Nc2ccccc2OC)cc([N+](=O)[O-])c1	i	i
COCCn1c(=O)c2c(nc3n2CC(C)CN3Cc2ccccc2)n(C)c1=O (configuration not stated)	i	i

# Next section, starting with the last seven of the part before.
structure	CHT inh	CHT allo act
CCCCSc1c(C)c2cc3c(cc2[nH]c1=O)OCO3	i	i
Cn1c(SCc2cnc(-c3ccccc3)s2)nnc1C1COc2ccccc2O1 (configuration not stated)	i	i
O=S(=O)(Nc1cccc2c1ccc1cccn12)c1cccs1	i	i
CCc1noc(C)c1C(=O)Nc1nc(-c2cc(OC)ccc2OC)cs1	i	i
CCC(Sc1nc(C)cc(=O)[nH]1)C(=O)Nc1nc2c(s1)CCCC2 (configuration not stated)	i	i
COc1ccccc1NC(=O)c1cc(C(=O)Nc2ccccc2OC)cc([N+](=O)[O-])c1	i	i
COCCn1c(=O)c2c(nc3n2CC(C)CN3Cc2ccccc2)n(C)c1=O (configuration not stated)	i	i
O=C(NCc1ccc2c(c1)OCO2)C(=O)NCC1OCCCN1S(=O)(=O)c1ccc(F)cc1 (configuration not stated)	i	i
Cc1ccc(C2CC(=O)Nc3c2ccc2ccccc32)cc1[N+](=O)[O-] (configuration not stated)	i	i
CC(Sc1nc2ncc(Cl)cc2[nH]1)C(=O)Nc1ccc(C(N)=O)cc1 (configuration not stated)	i	i
COC(=O)c1ccccc1NC(=O)CSc1nc(O)cc(=O)n1C1CCCC1	i	i
CCc1ccccc1S(=O)(=O)Cc1ccc(C(=O)NC2CCCC2)o1	i	i
N#Cc1ccc(OCC(O)CN2CCN(c3ncc(C(F)(F)F)cc3Cl)CC2)cc1 (configuration not stated)	i	i
O=C(COc1ccc(CO)cc1)Nc1ccc(F)cc1	i	i
Cn1c(=O)[nH]c(=O)c2c1[nH]c(=S)n2Cc1ccccc1	i	i
Fc1ccc(N/N=C(/c2ccccc2)c2ccccn2)cc1	i	i
CCOc1ccc(NC(=O)C2CC(=O)N(c3cc(C)cc(C)c3)C2)cc1 (configuration not stated)	i	i
O=C(NCCCN1CCCC1)c1ccc2c(c1)N(Cc1ccccc1F)C(=O)c1ccccc1S2=O (configuration not stated)	i	i
COc1ccccc1C(=O)NC(=S)/C=C1/N(C)c2ccccc2C1(C)C	i	i
Cc1nc(N2CCC(C(N)=O)CC2)c2c(-c3cccs3)csc2n1	i	i
Cc1scc(C(=O)N2CCN(S(C)(=O)=O)CC2)c1-c1ccccc1	i	i
N#C/C(C(=O)NCc1ccco1)=C1/SC(Cc2ccc(Cl)cc2)C(=O)N1c1ccccc1 (configuration not stated)	i	i
Cc1ccccc1NS(=O)(=O)c1nnc(NC(=O)c2ccccc2C)s1	i	i
O=C(Nc1ccccc1N1CCCCC1)c1ccc(F)cc1	i	i
O=C(Cn1ncn2c(cc3ccccc32)c1=O)NCCc1cccs1	i	i
COc1cc(NC(=O)c2cc(C)nc3ccccc23)cc(OC)c1	i	i
O=C(O)c1ccc2c(c1)C(=O)N(CCC1=CCCCC1)C2=O	i	i
CC(=O)Nc1ccc(S(=O)(=O)C(C#N)c2nc3ccccc3nc2NCCCO)cc1 (configuration not stated)	i	i
O=C(c1ccco1)N1CCCC(c2nc(-c3ccc(S(=O)(=O)NCc4ccccc4)cc3)no2)C1 (configuration not stated)	i	i
Cc1ccc(OCC(=O)N(Cc2cccs2)C2CCS(=O)(=O)C2)cc1C (configuration not stated)	i	i
NCCCNC(=O)Cn1c(=O)c2c3c(sc2n(Cc2ccccc2)c1=O)CCCC3	i	i
CCCn1cc(S(=O)(=O)c2ccccc2)c(=O)c2cc(OC)c(OC)cc21	i	i
COc1ccc(-c2nnc(NC(=O)c3ccc(S(=O)(=O)N4COCC4(C)C)cc3)o2)cc1	i	i
CCOC(=O)c1cnc(-n2[nH]c(C)cc2=O)[nH]c1=O	i	i
O=C(NCc1ccc2c(c1)OCO2)NC1CCCCC1	i	i
COc1ccc(CC(=O)NC(C)CCc2ccccc2)cc1OC (configuration not stated)	i	i
COCCNC(=O)CSc1nc2cc(OC)c(OC)cc2c(=O)n1Cc1ccco1	i	i
COc1ccc(S(=O)(=O)NCCCCC(=O)O)cc1C(=O)O	i	i
Cc1nc(SC(C)C)[nH]c(=O)c1Cc1ccccc1	i	i
NS(=O)(=O)c1ccc(CCNC(=O)CSc2ccsc2[N+](=O)[O-])cc1	i	i
COCCNc1nnc(Cc2ccccc2)c(=O)[nH]1	i	i
O=C(Cc1coc2ccc3ccccc3c12)N1CCCC1	i	i
NC(=O)C1CCN(C(=O)CSCc2ccccc2Cl)CC1	i	i
Cc1noc(-c2ccccc2)c1NC(=O)Nc1ccc(Cl)cc1	i	i
NC(=O)Cc1ccc(C(=O)c2ccccc2F)s1	i	i
O=C(c1cc(-c2ccc(O)cc2)on1)N1CCN(c2ccc(F)cc2)CC1	i	i
Cc1ccc(SCc2cn3ccccc3n2)cc1	i	i
Cc1cccc(NC(=O)c2ccc(S(=O)(=O)N(C)C)cc2)c1	i	i
CCCCc1nc(SCC(=O)Nc2ccc(S(N)(=O)=O)cc2)n[nH]1	i	i
COc1ccccc1CNC(=O)c1ccc(-c2ccccc2)cc1	i	i
Cc1ccc(OCCCn2cc(C#N)c3ccccc32)cc1	i	i
O=S(=O)(NC1CCCCCCC1)c1ccccc1	i	i
COC(=O)c1scc(S(=O)(=O)C(C)C)c1N/N=C(\C#N)C(=O)c1ccc(Cl)cc1	i	i
Cc1ccc(N2CC(C(=O)OCC(=O)NNC(=O)c3ccccc3)CC2=O)cc1 (configuration not stated)	i	i
CC(C)(C)OC(=O)N[C@@H](COCc1ccccc1)C(=O)N[C@@H](CO)[C@H](O)[C@@H]1C[C@@H]1C(=O)N1CCCC1	i	i
O=C(Nc1cccnc1)c1cc(-c2cccs2)on1	i	i
CCOc1ccc(-c2nnn(CC(=O)NCc3ccc4c(c3)OCO4)n2)cc1	i	i
COc1ccc(NC(=O)c2ccc3nccnc3c2)cc1	i	i
CCc1ccc(/C=C2/SC(=S)N(CCC(=O)Nc3cccc(C(=O)O)c3)C2=O)cc1	-5.9*	i
Cc1cccc(CC2CC(=O)N(c3ccc([N+](=O)[O-])cc3)C2=O)c1 (configuration not stated)	i	i
COc1ccccc1CNC(=O)C1CCN(C(=O)c2sccc2-n2cccc2)CC1	i	i
CC(C)c1cc(C(=O)N/N=C/C=C/c2ccccc2)n[nH]1	i	i
N#CC(C(=O)Nc1cccc(Cl)c1)=C1Nc2ccccc2N1	i	i
CCc1ccccc1-n1nnnc1SCC(=O)Nc1cc(C)on1	i	i
Cc1ccccc1CSc1nnc(-c2ccccc2)c(=O)[nH]1	i	i
COc1ccccc1CP(=O)(c1ccccc1)c1ccccc1	i	i
Cc1ccccc1S(=O)Cc1ccc(C(=O)N2CCN(C(=O)c3ccco3)CC2)o1 (configuration not stated)	i	i

# Four structures from above, sorted by count of non-hydrogen atoms, high to low:
structure	CHT inh	CHT allo act
COC(=O)c1scc(S(=O)(=O)C(C)C)c1N/N=C(\C#N)C(=O)c1ccc(Cl)cc1	i	i
CCOc1ccc(-c2nnn(CC(=O)NCc3ccc4c(c3)OCO4)n2)cc1	i	i
COc1ccc(S(=O)(=O)NCCCCC(=O)O)cc1C(=O)O	i	i
CC(C)c1cc(C(=O)N/N=C/C=C/c2ccccc2)n[nH]1	i	i

# Further results.
SMILES | CHT inh | CHT allo act
CCOc1ccc2nc(NC(=O)CS(=O)(=O)c3ccc(C)cc3)sc2c1 | i | i
[O-][n+]1c2c(nn1-c1ccccc1)/C(=N/O)CCC2 | i | i
Cc1cc(O)c(C(C)C)cc1NC(=O)c1cccc(Cl)c1 | i | i
CCC(=O)N1CCN(c2ccc(NC(=O)c3cc4ccccc4o3)cc2)CC1 | i | i
O=c1c2cc(NC(=S)N3CCCC3)ccc2nc2n1CCCCC2 | i | i
CC(Cn1nnc2ccccc21)C(=O)O (configuration not stated) | i | i
COc1cccc(-c2nc3ccccc3s2)c1O | i | i
Cc1ccc(S(=O)(=O)N2CCN(C(=O)COC(=O)CSc3ccccc3)CC2)c(C)c1 | i | i
COCCNC(=O)C(c1ccc(F)cc1)N(Cc1ccccc1)C(=O)CCC(=O)Nc1nccs1 (configuration not stated) | i | i
CCN(C(=O)CN1C(=O)c2ccc([N+](=O)[O-])cc2C1=O)C1CCCCC1 | i | i
CCOC(=O)c1c(-c2ccco2)csc1NC(=O)CSc1nnc(N)s1 | i | i
CCOC(=O)c1cc(C)n(S(=O)(=O)c2ccc(C)cc2)c1C | i | i
COc1ccc(CNC(=O)COC(=O)c2n[nH]c3ccccc23)cc1OC | i | i
CN(CC(=O)Nc1cccc(F)c1)C(=O)Cc1n[nH]c(=O)c2ccccc12 | i | i
COc1ccccc1CNC(=O)C1CCN(S(=O)(=O)c2c(C)noc2C)CC1 | i | i
COC(=O)C(NC(=O)C(CC(C)C)NC(=O)C1CCC(C)CC1)C(C)C (configuration not stated) | i | i
COc1ccc2nc(/C(C#N)=C\c3ccc(C(=O)O)cc3)[nH]c2c1 | i | i
Clc1ccc(-c2nc(Cc3ccccc3)no2)cc1 | i | i
CCC(=O)Nc1ccc(C(=O)Nc2ccc(Br)cc2F)cc1 | i | i
Cc1onc(-c2ccccc2)c1C(=O)Nc1sc2c(c1C#N)CCC2 | i | i
CNC(=O)Nc1cccc(C(F)(F)F)c1 | i | i
Cc1ccc(S(N)(=O)=O)c(C)c1-n1cnnn1 | i | i
O=C(CCCc1ccccc1)Nc1nnc(C(F)(F)F)s1 | i | i
Cc1ccc(C(=O)NC2CCCCC2)cc1S(=O)(=O)N1CCCC1 | -6* | i
CC(c1ccco1)N(C(=O)COc1ccccc1[N+](=O)[O-])c1ccccn1 (configuration not stated) | i | i
CCN(CC)CCn1c(NCc2cccc(OC)c2OC)nc2ccccc21 | i | i
Cc1ccc(NC(=O)N2CCC(C(=O)NCc3ccc(F)cc3)CC2)cc1 | i | i
CCOC(=O)C1(Cc2ccccc2)CCCN(Cc2ccc(OCCO)cc2)C1 (configuration not stated) | i | i
O=C(Cc1ncc(C(F)(F)F)cc1Cl)N1CCN(c2cccc(Cl)c2)CC1 | i | i
O=C(CN(Cc1ccccc1)C(=O)c1csnn1)NCc1ccccc1 | i | i
Cc1cc(F)ccc1S(=O)(=O)N1CCCOC1CNC(=O)C(=O)NCCc1c[nH]c2ccccc12 (configuration not stated) | i | i
CCOC(=O)NCc1ccc(S(=O)(=O)Nc2ccc(C)cc2)cc1 | i | i
OCCC1CN(Cc2cccc3c2OCO3)CCN1Cc1ccccc1 (configuration not stated) | i | i
COc1ccc(C2NC(=O)N(CCCC(=O)O)C(C)=C2C(=O)OCc2ccccc2)cc1 (configuration not stated) | i | i
Cc1ccc(-c2nnc(SCC(=O)OC(C)C)n2N)cc1 | i | i
O=C(/C=C/C=C/c1ccccc1)CC1(O)C(=O)N(CCc2ccccc2)c2ccccc21 (configuration not stated) | i | i
COc1ccc(Cn2ccnc2)cc1Br | i | i
O=S(=O)(/C=C/c1ccccc1)N1CCN(Cc2ccccc2)CC1 | i | i
Cn1ccnc1CN1CCN(C(=O)c2cc(COc3ccc(F)c(F)c3)on2)CC1 | i | i
